CHOP inhibitor = CHOP inhibition in unfolded protein response. CHO-K1 CHOP-promoter luciferase, tunicamycin-induced, 15-18 h. inhibition, % at 10 µM. 220,000 compounds, 3.8% hits. AID 2732;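 active = compounds that reduced the stress-induced luciferase reporter signal by more than about 70% of percent inhibition, limit read from the data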;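 note: 0% = tunicamycin plus vehicle and 100% = wells without tunicamycin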
S1P4 ag = human S1P4 receptor agonism. AID 1509. S1P4-expressing cell line, agonist reporter assay. activation, % at 4.98 µM. 220,000 compounds, 0.35% hits. O95977; in the data active = activation above about 11%;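 note: 0% = DMSO vehicle and 100% = reference agonist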
Target sequence (O95977 whole entry, looked up): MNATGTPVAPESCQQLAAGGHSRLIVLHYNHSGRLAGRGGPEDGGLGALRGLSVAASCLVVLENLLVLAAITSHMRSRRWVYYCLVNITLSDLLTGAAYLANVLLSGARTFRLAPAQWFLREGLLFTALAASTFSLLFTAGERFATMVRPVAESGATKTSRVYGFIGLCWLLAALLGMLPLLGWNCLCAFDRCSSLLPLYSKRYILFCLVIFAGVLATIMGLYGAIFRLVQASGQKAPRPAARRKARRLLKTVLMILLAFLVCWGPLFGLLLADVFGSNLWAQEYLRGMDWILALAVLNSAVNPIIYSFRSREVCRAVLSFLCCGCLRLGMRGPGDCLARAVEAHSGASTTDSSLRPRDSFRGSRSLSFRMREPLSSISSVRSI
TRPML3 ag = activates the human TRPML3 channel; Q8TDD5; HEK293 TRPML3-YFP, Fluo-8 calcium fluorescence; 100% = the carbachol control signal; activation, % at 3 µM; 220,000 compounds, 0.29% hits; AID 1448;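 active = activation above its plate's cutoff, the mean activation of the plate's test wells plus 3 SD, cut at about 12% in these data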;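 note: 0% = DMSO only wells and 100% = carbachol wells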
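Test system – HEK293 line with stable expression of human TRPML3-YFP channel · Control set – carbachol 87 µM final as high control (100%), DMSO as low control (0%) · Signal – Fluo-8 calcium dye fluorescence, ex 470-495, em 515-575 nm · Incubation – 1-h 37 °C dye load, 5-s basal, 120-s post-compound reads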
NPY-Y1 PAM-ag = potentiates or activates human NPY-Y1 receptor; NPY-Y1 expressing cells, potentiator/agonist activation; activation, % at 3.6 µM; 220,000 compounds, 0.37% hits; P25929; AID 1304; in the data active = activation above about 33%, passing the limit was not always enough;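 note: cells stimulated with NPY at EC10 then isoproterenol at EC100; 0% = low agonist plus stimulus and 100% = saturating agonist plus stimulus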
NPY Y1 blocker = blocks the human neuropeptide Y Y1 receptor. P25929. HEK293-CNG Y1 cells, membrane potential fluorescence; NPY at EC95, then isoproterenol. inhibition, % at 3.6 µM. 200,000 compounds, 1% hits;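 active = inhibition above the campaign mean inhibition of all tested compounds plus 3 SD, cut at about 20% in these data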;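 note: 0% = DMSO wells given NPY plus isoproterenol and 100% = isoproterenol alone without NPY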
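System: HEK293 cells with Y1 receptor plus CNG channel / Probe or stimulus: NPY 25 nM then isoproterenol 1 µM plus Ro 20-1724 25 µM / Compound: one concentration, 3.6 µM, in 0.4% DMSO / Schedule: compound incubation 1 h at room temperature, readout 45 min post-stimulation / Measured by: membrane potential fluorescence / Read-out: % inhibition of NPY effect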
EP2 mod = modulates human prostaglandin E2 receptor EP2 signaling | EP2-expressing cells, cAMP HTRF FRET, PGE2 co-stimulation | 260,000 compounds, 0.83% hits | induction, % at 25 µM;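 active = compounds whose cAMP rise, as percent of the full-agonist control response, exceeds 60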;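 note: rat C6 glioma line stably carrying human EP2 under a CMV promoter; the protocol text gives 20 µM as final concentration; 100% = response of wells given 1 µM PGE2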
S1P4 antag = human S1P4 receptor antagonism | 220,000 compounds, 0.26% hits | O95977 | inhibition, % at 4.98 µM | S1P4-expressing cells, antagonist mode, reporter read-out; in the data active = inhibition above about 29%;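 note: 0% = wells stimulated with agonist and 100% = vehicle wells without agonist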
zfTRPN1 agonist = activates the zebrafish TRPN1 channel; HEK293 zebrafish TRPN1-YFP, Fluo-8 calcium fluorescence; 100% = response to 87 µM carbachol; activation, % at 3 µM; 220,000 compounds, 0.18% hits; AID 1424;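 active = activation above its plate's cutoff, the mean activation of test wells on that plate plus 3 SD, cut at about 19% in these data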;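 note: 0% = DMSO alone and 100% = 87 µM carbachol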
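Control set: carbachol 87 µM as high control, DMSO as low control; system: HEK293 stable line with zebrafish TRPN1-YFP; read-out: % activation versus carbachol response; detection: intracellular calcium fluorescence with Fluo-8; doses: single test compound dose, 3 µM nominal, 0.3% DMSO; schedule: dye 1 h 37 °C plus 30 min RT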
NPY2 pot ag = potentiators or agonists of human neuropeptide Y receptor Y2 | P49146 | 220,000 compounds, 0.45% hits | cells expressing NPY-Y2, potentiator/agonist read-out | AID 1359 | activation, % at 3.6 µM; in the data active = activation above about 27%;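 note: cells stimulated with NPY near EC25 plus isoproterenol at EC100; 0% = vehicle plus submaximal agonist and 100% = vehicle plus saturating agonist; some results beyond the cut were filed as inactive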
Target sequence (P49146 whole entry, looked up): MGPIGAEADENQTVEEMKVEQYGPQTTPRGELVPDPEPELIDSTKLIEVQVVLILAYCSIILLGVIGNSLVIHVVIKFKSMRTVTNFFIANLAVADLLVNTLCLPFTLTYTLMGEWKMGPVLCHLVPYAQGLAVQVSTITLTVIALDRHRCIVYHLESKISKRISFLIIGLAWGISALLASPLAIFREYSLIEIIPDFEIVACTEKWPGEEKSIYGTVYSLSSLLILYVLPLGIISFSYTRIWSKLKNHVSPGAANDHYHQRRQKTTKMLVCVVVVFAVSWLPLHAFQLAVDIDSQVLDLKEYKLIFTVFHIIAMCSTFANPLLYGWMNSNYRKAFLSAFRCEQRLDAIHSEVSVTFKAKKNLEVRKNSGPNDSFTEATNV
* hit, by the source's call; · = not tested or not shown; & = joins results of further samples. Rows are unselected (roughly 6.5% active in at least one column).

compound,zfTRPN1 agonist,NPY2 pot ag,NPY Y1 blocker,S1P4 ag,TRPML3 ag,S1P4 antag,CHOP inhibitor,EP2 mod,NPY-Y1 PAM-ag
O=C(/C=C/c1ccc(Cl)cc1Cl)NCc1ccncc1,0.3,-15,1,-1.4,0.1,-13,8,-38,-12
O=C(/C=C/c1ccccc1)NC(=S)Nc1cccnc1,1.2,-5,-3,-2.9,0.1,-1,-43,-15,17
Fc1ccc2nc3[nH]c4ccccc4c3nc2c1,1.6,-15,1,0.9,0.5,-1,28,-32,-14
Cc1[nH]nc2c1C(c1cccnc1)N(c1ccc(Br)cc1)C2=O (configuration not stated),1.5,19,0,-1.8,-1.1,-14,25,23,17
Cc1ccc(C(=O)NCc2nnc(SCC(=O)NC(C)c3ccccc3)n2C)cc1 (configuration not stated),0.0,-8,0,2.4,0.4,7,-9,1,9
Nc1ccc(C(=O)Oc2ccc([N+](=O)[O-])cc2)c(O)c1,-0.8,-8,·,0.1,0.9,5,-8,7,2
CCCCNS(=O)(=O)c1ccc2nc(SCC(=O)Nc3cc(C)cc(C)c3)[nH]c2c1,-1.3,10,1,-1.2,-0.7,0,15,-42,-16
N/C(=N\S(=O)(=O)c1ccc(Cl)s1)c1ccccc1,-0.1,-4,-1,1.5,-1.1,-18,28,10,1
Cc1c(C(=O)Nc2ccc(F)c(F)c2)oc2ccc(S(=O)(=O)N3CCCCC3)cc12,0.2,3,4,-3.4,0.7,-3,75*,-1,-14
CS(=O)(=O)N(CC(=O)N1CCN(c2ccc(F)cc2)CC1)c1cccc(Cl)c1,1.4,-5,1,0.6,1.1,6,-8,-20,1
Fc1ccc(-c2nc(-c3cnccn3)no2)c(Cl)c1,-0.5,0,·,1.0,0.5,12,5,-20,-17
COc1ccc(/C=C2\SC(=S)N(CC(=O)N3CCN(C)CC3)C2=O)cc1,0.7,5,·,1.3,0.3,-3,2,-13,7
O=C1C2C3C=CC(C3)C2C(=O)N1CCCCN1C(=O)C2C3C=CC(C3)C2C1=O (configuration not stated),1.9,1,5,3.0,2.0,-7,-18,-7,-1
Cc1c(C(C)NC(=O)Nc2ccc(F)cc2F)cnn1C (configuration not stated),0.9,-1,-3,3.4,0.2,-10,31,6,-13
COc1cccc(-c2nc(NC(C)C)c3ccccc3n2)c1O,0.8,23,-16,2.8,-0.3,4,51,-47,17
CCOC(=O)Cc1csc(N/N=C/c2ccccc2)n1,2.8,-11,-5,0.9,1.0,-17,26,13,4
CC(CCc1ccccc1)NC(=O)c1ccco1 (configuration not stated),0.4,-1,-2,0.6,-0.1,-4,15,11,7
Cn1c(=O)cc(OCCCC(=O)NC2CCCC2)c2ccccc21,0.9,-1,-1,1.5,0.5,-3,-26,-1,-2
Cc1cc(=O)n2ccsc2n1,2.1,-7,-1,0.7,1.2,4,14,36,6
COCCNC(=S)N1CCc2cc(OC)c(OC)cc2C1c1cccs1 (configuration not stated),-0.2,4,8,-0.8,0.7,1,-3,16,3
Cn1nnc(NC(=S)NC(=O)c2ccco2)n1,-0.9,2,1,0.9,-0.2,0,-11,0,-4
OCCCNCc1ccc(Cl)cc1Cl,0.0,0,-1,-0.2,0.0,6,1,-17,1
CN(C)c1ccc(N=Cc2nc(-c3ccccc3)oc2OC(=O)c2cccc(Br)c2)cc1,1.5,-1,-4,-0.1,0.6,-12,-38,-2,-2
CC(C)(C)c1ccc(/C=N/NC(=S)Nc2cccnc2)cc1,-2.8,-18,7,-0.2,-1.3,5,13,-10,-23
COc1ccc(C(O)C(CN2CCOCC2)c2ccccc2)cc1F (configuration not stated),-0.8,-3,1,2.1,0.5,2,5,10,2
O=S(=O)(c1ccc(F)cc1F)N1CCCN(c2ccc(C(F)(F)F)cn2)CC1,-0.8,-8,·,0.9,1.8,-8,-4,-21,15
CC(=O)N1Cc2ccccc2CC1C(=O)N1CCN(c2ccccc2)CC1 (configuration not stated),0.9,-18,-2,-2.5,0.4,0,-3,-22,9
CN(C)c1ccc(/C=C2/SC(=O)N(CCN=C3NS(=O)(=O)c4ccccc43)C2=O)cc1,1.8,4,-4,0.1,1.5,-7,35,21,-1
C=C(C)C1(O)OC(=O)C=C1OC (configuration not stated),0.3,-15,4,-0.9,0.3,5,23,-1,-5
CCOC(=O)C1CCN(S(=O)(=O)c2ccc(-c3ccccn3)s2)CC1,2.1,1,·,2.4,1.6,3,18,-34,1

One compound at a time, as listed above. Order of values: zfTRPN1 agonist	NPY2 pot ag	NPY Y1 blocker	S1P4 ag	TRPML3 ag	S1P4 antag	CHOP inhibitor	EP2 mod	NPY-Y1 PAM-ag
Record of CN(C)c1ccc(N=Cc2nc(-c3ccccc3)oc2OC(=O)c2cccc(Br)c2)cc1 = 1.5	-1	-4	-0.1	0.6	-12	-38	-2	-2
Record of O=C(/C=C/c1ccccc1)NC(=S)Nc1cccnc1 = 1.2	-5	-3	-2.9	0.1	-1	-43	-15	17

Next part.
compound,zfTRPN1 agonist,NPY2 pot ag,NPY Y1 blocker,S1P4 ag,TRPML3 ag,S1P4 antag,CHOP inhibitor,EP2 mod,NPY-Y1 PAM-ag
Cc1csc(SCC(=O)NC(=O)NC2CCCC2)n1,-0.8,-8,0,1.1,-0.1,-13,10,8,-7
CC(C)(C)CN1CCNC(=O)C1CC(=O)N1CCC(C(=O)N2CCOCC2)CC1 (configuration not stated),3.8,-11,9,-1.0,1.1,-23,-4,16,-8
COc1ccc(N(CC(=O)NC2CCCC2)S(=O)(=O)c2c(C)[nH]c(=O)[nH]c2=O)cc1,0.7,0,-1,-1.7,0.0,-23,42,12,-2
CCCC(=O)Nc1ccc(C(=O)n2nnc3ccccc32)cc1,-0.3,-3,6,-2.5,0.7,0,34,3,-8
Cc1ccc(Nc2nc(C(=O)NCc3ccco3)cs2)cc1,-1.2,-16,-3,-1.2,-1.7,4,18,-51,21
C=CCn1c(SCC(=O)Nc2nc3ccccc3s2)nc(O)c(CC)c1=O,3.2,-13,·,1.2,0.0,4,23,16,11
C=CCNC(=S)N/N=C/c1ccc(C(F)(F)F)cc1,-2.2,-2,7,2.4,-0.4,-8,37,11,-22
CCNc1ccc(Br)cc(C(=O)/C=C/c2c(Cl)cccc2Cl)c1=O,1.5,1,-2,0.1,1.1,-8,-34,-24,-30
O=C(c1cccs1)C1CCCN(Cc2nc(Cc3ccccc3F)no2)C1 (configuration not stated),0.0,0,3,1.4,-0.5,-24,24,-23,-3
COc1ccccc1Nc1nnc(C)c(=O)[nH]1,0.5,0,1,3.3,1.9,8,13,5,10
O=C(N/N=C1/CC2C=CCC12)c1ccc(Br)o1 (configuration not stated),0.4,5,0,-3.0,-0.6,-17,-26,4,-13
COc1ccc(/C=C2\CCCc3c2nc2ccccc2c3C(=O)O)cc1OC,40*,-19,·,0.3,19*,-1,-3,-12,-13
CC1(C)OC(=O)N(CCC(=O)Nc2cccc(F)c2)C1(C)O (configuration not stated),1.3,-1,-5,0.5,1.1,-13,-14,14,12
Cc1csc(CN(C)C(=O)CC2C(=O)NCCN2CC(C)(C)C)n1 (configuration not stated),1.8,7,3,0.1,0.1,2,2,8,-11
COc1ccc2c(c1)NC(c1cc(Cl)cc(Cl)c1O)c1cccn1-2 (configuration not stated),1.4,-4,6,2.6,1.0,-3,30,0,10
C#CCN(C)CCCOc1ccc(Cl)cc1Cl,-0.3,5,1,2.2,0.7,-20,-3&5,12&4,-17
COc1cc(C(N)=O)ccc1OCc1ccccc1,2.0,-4,2,0.0,1.3,-4,13,11,-20
Oc1ccc(Br)cc1-c1cc(-c2ccco2)[nH]n1,-0.3,20,-3,-2.6,0.9,-7,80*,-34,19
COc1ccccc1NC(=O)c1ccc(N)cc1,1.8,16,6,2.3,0.7,-6,9,-11,3
CCOc1cc(C(=O)N(C)Cc2cc3cc(OC)ccc3[nH]c2=O)cc(OCC)c1OCC,-1.4,2,6,-2.6,-0.7,3,12,21,9
O=C(CSc1nc2nc(-c3cccs3)cc(C(F)(F)F)c2c(=O)[nH]1)Nc1c(F)c(F)c(F)c(F)c1F,0.5,2,0,0.1,1.0,-2,30,38,1
Cc1ccc(C(=O)NCCSc2c(C)[nH]c3ccccc23)cc1[N+](=O)[O-],-1.8,2,-3,1.7,-0.6,-23,33,-53,-20
COc1cccc(OCCOCCN(C)CCO)c1,0.7,7,-3,-0.6,0.8,-11,-10,13,9
COC(CNC(=O)c1ccc(Cn2c(=S)[nH]c3cc4c(cc3c2=O)OCO4)cc1)OC,0.7,19,5,2.9,-0.4,-18,-20,1,-12
CC(=O)c1ccc(NC(=O)c2noc3c2CCC3)cc1,0.1,3,10,-0.1,-0.1,-8,15,-13,2
O=C(NNS(=O)(=O)c1ccccc1F)c1cc(-c2ccccc2)n[nH]1,0.7,-25,·,0.6,0.6,1,-5,-21,-3
CC1N(C)c2cccc3cccc(c23)N1C,-0.4,-16,-3,-1.4,0.3,-33,-6,21,-14
O=C(c1cn(-c2ccccc2)nc1-c1ccccc1)N1CCOCC1,2.2,11,1,-0.6,0.7,6,14,7,14
CCOC(=O)N1CCN(C(=O)CSc2ccccc2)CC1,0.3,0,2,1.3,0.9,-30,-18,22,-14
COc1ccc(NC(=O)c2cccs2)c([N+](=O)[O-])c1,-0.5,-4,-1,0.3,-0.5,-11,19,-14,-8
CCc1ccccc1NC(=O)CN1C(=O)C2CCCN2c2ncc(Cl)cc21 (configuration not stated),-1.1,-33,33*,-1.2,-0.5,-21,18,-4,-7
Cc1cc(C(=O)NC(Cc2ccccc2)C(=O)O)c(C)o1 (configuration not stated),0.5,-10,·,0.9,0.9,2,2,17,-8
Nc1nc(-c2ccco2)nn1C(=O)CCc1ccccc1,0.8,-1,4,-0.6,-0.2,4,37,5,-13
Cc1sc(NC(=O)c2ccco2)c(CN2CCCCC2)c1C,-0.4,0,2,1.3,0.5,-16,19,26,8
COc1cc(C(=O)NNC(=S)NC(=O)/C=C/c2ccccc2)cc(OC)c1OC,1.8,-14,·,0.8,1.2,13,8,-24,-12
Cc1ccc(NC(=O)CCn2cccc2)cc1F,0.3,2,-9,-2.9,-0.1,-10,24,14,8
COc1ccccc1CN1CCNC(=O)C1CC(=O)N(C)Cc1ccon1 (configuration not stated),0.9,4,1,-1.2,0.6,9,16,3,2
CC(C)(C)NS(=O)(=O)c1cc(C(=O)Nc2sccc2C#N)ccc1Cl,6.1,7,3,0.2,1.3,-18,9,-13,-5
CCOc1ccc(OCCCC(=O)NC2=NCCS2)cc1,0.5,-6,1,0.2,0.3,-18,4,8,-7

Bioassay records from PubChem.
